PglD DTNB: PglD (C. jejuni) enzyme inhibition | purified PglD enzyme, DTNB colorimetric CoA detection | inhibition, % at 12.5 µM | hit rate 0.098% among 360,000 | AID 602405; in the data active means inhibition above about 16%, passing the limit was not always enough; further: strong numbers were not always called active
Statin myotox sup: protects C2C12 myotubes from simvastatin toxicity. hit rate 0.78% among 330,000. rescue of ATP level, % at 7.49 µM. ATP luminescence, 48 h; scaled: DMSO 0, geranylgeraniol control 100;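 active means mean ATP rescue above about 67%, or every replicate alone reaching that limit, limit read from the data, passing the limit was not always enough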;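 further: myotubes were challenged with 10 µM simvastatin during compound exposure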
Numbers without * were called inactive. Some of the compounds tested; rates above refer to the full screens.

SMILES	PglD DTNB	Statin myotox sup
O=c1c(-c2ccc3c(c2)OCCO3)coc2cc(O)cc(O)c12	-2	9
CCOC(=O)C1CCCN(CC(=O)Nc2c(C(=O)OC)[nH]c3ccc(C)cc23)C1 (stereo unspecified)	0	-1
O=C(Nc1cccc(-c2nnc(-c3ccccc3)o2)c1)c1ccco1	-3	0
O=C(Nc1ccc(-c2nc3ncccc3o2)cc1)c1ccc(Br)o1	-3	-12
CC1CCN(C(=O)Cn2cc(C(=O)C3CC3)c3ccccc32)CC1	6	-8
O=C1CC(SCCc2nc3ccccc3[nH]2)C(=O)N1c1ccc(F)cc1 (stereo unspecified)	2	9
Cc1[nH]n(-c2ccccc2)c(=O)c1-c1ccccc1	-8	-12
N#CCCC12CCCCC1=Nc1ccccc12 (stereo unspecified)	1	8
O=C(c1cccnc1)N1CCc2ccccc2C1	-1	5
CCN(CC)CCCNC(=O)C1CCCN(c2nnc(N3CCCC3=O)s2)C1 (stereo unspecified)	-7	-1
Cc1ccc(Cn2nc(C)c3cc(C(=O)OCC(N)=O)sc32)cc1	3	-9
CC(C)Nc1nc(NC(C)C)nc(N(C#N)CCOc2ccc(Cl)cc2Cl)n1	-3	23
COc1ccc(OC)c(S(=O)(=O)N2C(C)CCCC2C)c1 (stereo unspecified)	-1	53
COc1cc(Cl)c(S(=O)(=O)NCCCN2CCOCC2)cc1Cl	6	-8
Cc1cccc(Nc2ncccc2C(=O)NCc2cccs2)c1C	-1	29
CCc1c(C(=O)Nc2ccc(OC)c(Cl)c2)[nH]c(C)c1C(C)=O	-2	-9
Cc1ccc2nc(NCc3ccccc3)[nH]c2c1	0	-110
O=C(/C=C/Nc1cccc(F)c1)c1ccco1	1	-3
CCOC(=O)c1[nH]c(C)c(C(=O)C(C)C)c1C	4	-15
CCCCOc1ccc(Cc2n[nH]c(=S)n2N)cc1	0	3
Cc1cc(NC(=O)CSc2nnnn2Cc2ccccc2)no1	-2	-8
Cc1nc2ccc(NC(=O)NCCO)cc2s1	7	-13
O=C(COc1ccc2c(c1)OCO2)Nc1ccc2c(c1)oc1ccccc12	3	3
Cc1c(C(=O)N2CCCCC2)nnn1-c1nonc1N	-4	19
C[n+]1ccc(C(=O)NCc2ccccc2)cc1	-11	3
Further results follow.
SMILES	PglD DTNB	Statin myotox sup
Cc1onc(-c2ccccc2Cl)c1C(=O)Nc1nc2c(s1)CCCC2	0	5
CC(OC(=O)CN(C)S(=O)(=O)c1ccc(Cl)cc1)C(=O)Nc1ccc(N2CCOCC2)cc1 (stereo unspecified)	2	2
O=C(CCl)NNc1cccc(Cl)n1	6	4
Cc1cccc(CSc2nnc(N)n2-c2ccccc2)c1	-5	7
CC(C)n1nnnc1SCC(=O)Nc1ccc2c(c1)OCO2	-1	13
Cc1ccc(S(=O)(=O)/N=C/c2ccc(N(C)C)cc2)cc1	2	-2
CC1CCCCN1C(=O)CSc1nc(N)cc(=O)[nH]1 (stereo unspecified)	0	-7
CCOC(=O)N1CCN(CC(O)COC2CC(C)CC(C)(C)C2)CC1 (stereo unspecified)	-11	-26
Cc1ccc(-c2nc(N/N=C/c3ccncc3)c3ccccc3n2)cc1	1	-59
Cc1noc(C)c1CN1C(=O)NC2(CCc3ccccc3C2)C1=O (stereo unspecified)	-3	12
O=C(NC(C(=O)N1CCCC1C(=O)O)=C1CCCCC1)c1ccccc1 (stereo unspecified)	-4	-9
COC(=O)C1=C(C)N(Cc2ccc(OC)c(OC)c2)C(=O)C1	-9	4
COc1ccc2nc(C)cc(N/N=C/c3ccccc3)c2c1	0	11
CC(=O)c1c(C)cc(C)c(CSc2nc(C)cc(=O)[nH]2)c1C	1	-1
Cc1ccc2cc(CN(Cc3ccco3)C(=O)NCc3ccccc3)c(=O)[nH]c2c1C	-2	16
Cc1ccc(S(=O)(=O)N(CC(=O)N2CCC(C)CC2)Cc2ccccc2F)cc1	3	-37
CCCCS(=O)(=O)c1sc2nc(C)cc(C)c2c1N	0	-12
Cc1cccc2c1CC(C)(C)N=C2C1=C(O)CCCC1=O	-12	1
CCCCOC(=O)C(C#N)c1nc2ccccc2nc1N1CCOCC1 (stereo unspecified)	-6	1
COCCNC(=O)CCSCc1ccccc1F	1	1
Cc1cccc(OCc2nc3ccccc3c(=O)n2N)c1	5	10
C=CCn1c(N)cc(=O)nc1SCC(=O)NC(C)c1ccccc1 (stereo unspecified)	1	14
CCN(CC)CCNC(=O)CS(=O)Cc1nc(-c2ccc(C)cc2)oc1C (stereo unspecified)	2	-4
CCOC(=O)c1sc(=S)n(-c2ccccc2)c1N	6	7
CCOC(=O)C1CCN(C(=O)C2CCN(c3nc4ccc(OC)cc4s3)CC2)CC1	-2	0

Full records from above. Order of values: PglD DTNB	Statin myotox sup
Cc1cccc2c1CC(C)(C)N=C2C1=C(O)CCCC1=O in the list: -12	1
CC(C)n1nnnc1SCC(=O)Nc1ccc2c(c1)OCO2 in the list: -1	13
Cc1ccc(-c2nc(N/N=C/c3ccncc3)c3ccccc3n2)cc1 in the list: 1	-59
CCCCS(=O)(=O)c1sc2nc(C)cc(C)c2c1N in the list: 0	-12

Carrying on:
SMILES	PglD DTNB	Statin myotox sup
COC(=O)CN(C#N)c1nc(NC(C)C)nc(OC)n1	-5	2
CCCc1nc2ccccc2n1CCOc1ccccc1	11	0
COc1ccc2nc(NC(=O)c3cc(C)oc3C)sc2c1	-4	-18
COc1ccc(C(=O)NCc2cn3ccccc3n2)cc1	-5	2
Cn1c(=O)c2c(nc(N3CCc4ccccc4C3)n2Cc2ccccc2F)n(C)c1=O	4	5
COc1cc(S(=O)(=O)n2c(C)nc3ccccc32)ccc1F	-4	-3
O=C(NCCOc1nc(N2CCOCC2)nc(N2CCOCC2)n1)Nc1ccc(Cl)cc1	-1	-2
CC(C)c1ccc(NC(=O)C(c2ccccc2)N2CCC3(CC2)OCCO3)cc1 (stereo unspecified)	0	6
CCCn1nnc(NC(=O)c2ccc(F)cc2)n1	-13	-1
COc1ccc(C(=O)N(Cc2nc(-c3ccc(C)cc3)no2)C2CCCCC2)cc1OC	-1	48
FC(F)(F)c1nc(N2CCCC2)ncc1-c1nnnn1-c1ccccc1	-1	-11
Clc1ccc(CNc2nnnn2-c2ccccc2)c(Cl)c1	1	10
COCc1cc(Sc2ccc(Br)cc2)nc(-c2ccccc2)n1	-2	0
Cc1ccc(CSC2=NCCN2C(=O)C2CC2)cc1	-3	2
Cc1cc(NC(=O)c2ccc3c(c2)C(=O)N(Cc2cccnc2)C3=O)no1	0	6
O=C(CN(Cc1ccccc1)S(=O)(=O)c1ccccc1)N1CCOCC1	-4	3
COn1c(SCC(N)=O)nc2ccccc2c1=O	4	12
O=C(O)c1cc2ccccc2n1-c1ccccc1	1	3
Nc1nnc(COc2cccc(C(F)(F)F)c2)s1	1	2
Cc1cc2ccccc2nc1SCC(=O)Nc1nc(-c2ccccc2)cs1	-4	5
O=C(O)CCC(=O)NC1CCCCCCC1	-2	0
S=C(NCCSCc1c(Cl)cccc1Cl)Nc1ccccc1	2	3
O=c1oc(-c2cccc(Cl)c2)nc2c1cnn2-c1ccccc1	-1	-2
Cc1cc(NC(=O)CSc2nnc(Cc3ccccc3)o2)no1	-3	2
COc1ccc(N2C(=O)C(Cl)=C(Oc3cccc(OC)c3)C2=O)cc1	-3	-30

Arranged by count of non-hydrogen atoms (largest number first): some entries from above.
SMILES	PglD DTNB	Statin myotox sup
Cc1cccc(Nc2ncccc2C(=O)NCc2cccs2)c1C	-1	29
COC(=O)C1=C(C)N(Cc2ccc(OC)c(OC)c2)C(=O)C1	-9	4
Cc1cccc(CSc2nnc(N)n2-c2ccccc2)c1	-5	7

The main list resumes with the 2 entries that preceded the break.
SMILES	PglD DTNB	Statin myotox sup
Cc1cc(NC(=O)CSc2nnc(Cc3ccccc3)o2)no1	-3	2
COc1ccc(N2C(=O)C(Cl)=C(Oc3cccc(OC)c3)C2=O)cc1	-3	-30
Cc1ccccc1C(=O)Nc1ccc(Br)c(C)n1	-2	-10
CCOc1ccc(Cc2nc(C)c(CC(=O)N3CCOCC3)c(=O)[nH]2)cc1	-3	-9
CC(=O)Nc1cccc(NC(=O)C2CC3CCC2C3)c1 (stereo unspecified)	-1	-1
O=C(Nc1ccc(NC(=S)NC(=O)c2ccccc2Cl)cc1)c1cccc(Cl)c1	5	-12
O=C(NCc1ccco1)c1cnc2n(c1=O)CCS2	0	-7
Oc1[nH]c2ccccc2c1N=NC(=S)N1CCOCC1	-11	20
COc1ccc(OC)c(NC(=O)C2CC(=O)n3ncnc3N2)c1 (stereo unspecified)	-7	-9
CNC(=O)C1CCC(=O)N1Cc1ccc(C)cc1 (stereo unspecified)	-2	-5
Clc1ccccc1Nc1c2c(nc3ncnn13)CCC2	-1	-9
CC1(C)CC(=O)C(C=NCCN2CCN(C(=S)Nc3ccccc3)CC2)=C(O)C1	-4	-1
O=C(Nc1ccc(Cl)cn1)c1cnn2cccnc12	-3	14
Cc1ccc(CN2CCN(C(=O)c3ccco3)CC2)cc1	-10	3
CCOc1nc(NC(C)C)nc(NC(C)C)n1	-1	-6
Cc1ccc(S(=O)(=O)NC(C)C(c2cccs2)N2CCN(C)CC2)cc1 (stereo unspecified)	-3	-4
Cc1occc1-c1nc(-c2ccccn2)no1	0	-18
CCOC(=O)c1csc(NC(=O)CSc2nnnn2CC)n1	-2	3
CCCc1nc2sc3c(c2c(=O)n1NC(=O)CCCl)CCCC3	12	-13
COc1ccc(Sc2nnc(-c3ccccc3)cc2C#N)cc1	-2	-10
Cc1csc(NC(=O)C(NS(=O)(=O)c2ccc(Br)s2)c2ccccc2)n1 (stereo unspecified)	-5	6
CCOC(=O)C1CCN(C(=O)c2ccc(SC)cc2OC)CC1	4	5
O=C(CN(C(=O)c1ccco1)c1cccc(F)c1)NCc1ccc(F)cc1	5	6
O=C(NCC(=O)N(Cc1ccccc1)C(C(=O)NC1CCCCC1)c1ccco1)c1ccco1 (stereo unspecified)	-5	110*
Cc1ccc2c(COC(=O)C3=COCCO3)cc(=O)oc2c1	-2	14
Nc1nc(-c2ccc(Br)cc2)cs1	-3	16
COc1ccc(S(=O)(=O)Nc2ccccn2)c(C)c1C	-1	8
The results go on.
SMILES	PglD DTNB	Statin myotox sup
COc1ccc(-c2[nH]ncc2/C=N\NS(=O)(=O)c2ccc(Cl)cc2)cc1	3	7
O=c1[nH]c(=O)n(CCOc2ccc(Cl)cc2)cc1Br	1	18
Nc1nnnn1N=C1CCCCC1	-4	5
CC(C)OC(=O)c1c(NC(=O)c2cccs2)sc2c1CCCC2	-1	-5
O=C(CSc1c(Cl)cccc1Cl)N1CCC(c2nc3ccccc3s2)CC1	-2	7
Cc1cc(=O)n2nc(N3CCCC(C(=O)NCc4ccc5c(c4)OCO5)C3)sc2n1 (stereo unspecified)	1	-5
Cc1ccc(-n2c(N)c(C(=O)N3CCN(C)CC3)sc2=S)cc1	0	2
O=C(C(c1ccccc1)c1ccccc1)N1CCOCC1	-4	-5
CCOC(=O)c1cc2cc(OC)ccc2nc1C	0	6
CCc1nc2oc3ccccc3c(=O)c2c(=O)n1CCOC	-7	2
COC(=O)C1=C(C)NC2=C(C(=O)CC(C)(C)C2)C1c1cccc(C)n1 (stereo unspecified)	-7	-3
COc1cccc(CN(c2ccc3c(c2)CCC3)S(=O)(=O)c2ccc(-n3cnnn3)c(OC)c2)c1	-4	-12
CCOC(=O)CCCCC(=O)c1[nH]c(=O)[nH]c1Cn1ccnc1	2	4
O=C1CCCc2c1nc(-c1ccco1)n2O	3	3
COc1ccc(C2C3=C(CCCC3=O)Nc3nc(-c4cc(OC)c(OC)c(OC)c4)nn32)cc1OC (stereo unspecified)	2	-5
COC(=O)c1cc(Br)c(=O)n(CCC2=CCCCC2)c1	-4	-1
CC(C)CNC(=O)COc1ccccc1[N+](=O)[O-]	-3	1
COc1cc(CN2CCCC(C)C2)cc([N+](=O)[O-])c1O (stereo unspecified)	-4	2
CCCCOC(=O)Nc1cc(C)c(Cl)cc1OC	-6	10
COc1cc(C2NC(=S)NC(C)=C2C(=O)OC(C)C)ccc1OC(C)C (stereo unspecified)	0	4
CCC1Sc2ccccc2N(CC(=O)NCc2ccc3c(c2)OCO3)C1=O (stereo unspecified)	0	-3
O=C(Nc1cc(S(=O)(=O)N2CCOCC2)ccc1Cl)C(=O)c1c(-c2ccccc2)cc2ccccn12	-1	-15
O=C(NCc1ccco1)c1ccc2snnc2c1	4	-10
COc1cc2c(cc1NC(=O)CCCCCN1C(=O)CCC1=O)oc1ccccc12	5	-65
Cc1ccc2nc(N3C(=O)C(O)=C(C(=O)c4cc5ccccc5o4)C3c3cccs3)sc2c1 (stereo unspecified)	-1	-13

The final 3 entries of the section before open the next one.
SMILES	PglD DTNB	Statin myotox sup
O=C(NCc1ccco1)c1ccc2snnc2c1	4	-10
COc1cc2c(cc1NC(=O)CCCCCN1C(=O)CCC1=O)oc1ccccc12	5	-65
Cc1ccc2nc(N3C(=O)C(O)=C(C(=O)c4cc5ccccc5o4)C3c3cccs3)sc2c1 (stereo unspecified)	-1	-13
Cn1c(SCC(N)=O)nnc1C1CCN(C(=O)NCc2ccccc2)CC1	-6	-8
O=C(c1sc2ccccc2c1Cl)N(Cc1ccco1)C1CCS(=O)(=O)C1 (stereo unspecified)	-1	29
COc1ccc(OC)c(NC(=O)c2cc3sccc3n2C)c1	3	7
COc1cc2[nH]c(=S)n(NC(=O)c3ccccc3)c(=O)c2cc1OC	-5	9
CCOc1ccc(NC(=O)COC(=O)c2cccnc2)cc1	1	6
CC(=O)Nc1cc2c(=O)n(Cc3ccccc3)c(C)nc2cc1N1CCOCC1	-2	-24
C=Cc1ccc(CC2(C)C(=O)Nc3c(Cl)cccc32)cc1 (stereo unspecified)	-2	1
O=C(CN1CCN(C(=O)c2cccs2)CC1)Nc1ccc(Br)cc1	-1	-1
COCCCNC(=O)CN(c1cccc(Cl)c1)S(C)(=O)=O	-2	3
O=C(CCN1CCc2ccccc2C1)Nc1cccc(F)c1	-3	-1
CCOC(=O)c1cccc(NS(=O)(=O)c2cnc[nH]2)c1	-41	0
CCc1nnc(NC(=O)c2ccc3c(c2)C(=O)N(CC)C3=O)s1	9	-12

Screens (PubChem BioAssay)
